MRP reversal: compounds reversing MRP-mediated drug resistance; H69AR cells + 2 uM doxorubicin, CellTiter-Glo, 72 h; differential viability (reversal), % at 10 µM; 0.04% of 85,000 active;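 active = viability drop by adding the cancer drug above about 55%, with treated viability meeting a 40% cutoff, limit read from the data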;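 also: viability without doxorubicin minus viability with 2 µM doxorubicin for each compound; larger differential means the compound sensitizes cells more to doxorubicin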
NFkB transloc inh: blocks IL-1B driven NFkB nuclear translocation in HUVEC cells; HUVEC IL-1B NFkB p65 nuclear translocation imaging; inhibition, % at 2 µM; 0.43% of 94,000 active;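 active = inhibition above about 30% together with a positive call from visual inspection of the well image, limit read from the data; inconclusive = inhibition above a set limit but visual check negative; inactive = inhibition not above a set limit, visual check negative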;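 also: nuclear over cytoplasmic p65 intensity ratio measured by imaging; 0% = IL-1B stimulated DMSO wells and 100% = unstimulated DMSO wells; values of inactives mirror those of a sister screen read the other way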
PLAP inhibitors HTS: PLAP enzyme inhibitors, biochemical, luminescence, HTS (AID 690); purified PLAP, luminescent substrate; higher % means a stronger effect; inhibition, % at 20 µM, or IC50 in µM where a hit was titrated; 0.08% of 96,000 active; in the data active = a potency from the dose series; inactive = the rest, 99 in 100 with inhibition below about 30%; also: strong numbers were not always called active
IL1B NFkB pot: enhances IL-1B driven NFkB nuclear translocation; HUVEC IL-1B NFkB p65 nuclear translocation imaging; AID 819; 0.3% of 94,000 active; activation, % at 2 µM;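 active = activation above 40%, about the mean plus 3 SD, also judged a hit on visual image review; inconclusive = activation above 40% but not a hit on visual review; inactive = activation not above 40% and no visual hit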;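 also: percent activation is computed from the nuclear over cytoplasmic p65 intensity ratio; values of inactives mirror those of a sister screen read the other way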
Bcl-B TR3 displacers: displacers of TR3 peptide from Bcl-B, primary screen, selectivity assay for Bfl-1 inhibitor project, biochemical, fluorescence polarization | FP displacement of FITC-TR3 peptide from Bcl-B; higher % means a stronger effect | 0.11% of 96,000 active | AID 748 | one-dose displacement, % at 20 µM; IC50 in µM for titrated hits;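 active = displacement above 50% at 20 µM plus a fluorescence interference ratio under 1.5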;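 also: plate controls were wells without compound for no effect and wells lacking Bcl-B protein for full effect; a part of the inactive calls stands beside numbers as strong as those of hits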
MRP reversal cytotoxicity: further read-out of MRP reversal, marked with its call; viability, %; H69AR cells, CellTiter-Glo, 72 h; measured here: cytotoxicity without doxorubicin
MRP reversal with doxorubicin: also measured in MRP reversal; calls as there; viability, %; measured here: viability with 2 uM doxorubicin; stronger effect = lower value
NFkB transloc inh cell count 2 µM: also measured in NFkB transloc inh; calls as there; cell count; measured here: cells passing quality filter;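 raw number of nuclei counted in each imaged well without normalization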
IL1B NFkB pot cell count 2 µM: second read-out of IL1B NFkB pot, no call of its own (marks repeat the call); cell count; measured here: cells passing quality filter
* = called active by the depositor; ? = inconclusive; nt = no result given. A portion of the library (hit frequency here may not be typical).

SMILES	MRP reversal	MRP reversal cytotoxicity	MRP reversal with doxorubicin	NFkB transloc inh	NFkB transloc inh cell count 2 µM	PLAP inhibitors HTS	IL1B NFkB pot	IL1B NFkB pot cell count 2 µM	Bcl-B TR3 displacers
Cc1c(Nc2cc(N3CCCC(C)C3)c3nonc3c2[N+](=O)[O-])c(=O)n(-c2ccccc2)n1C (stereo not drawn)	nt	nt	nt	-8	152	-2%	8	152	-22%
C=CCSc1nnc(-c2nnc(SCC=C)n2-c2ccccc2)n1-c1ccccc1	9	97	88	-4	155	-15%	4	155	6%
CCCCOCCCNC(=O)CCCOc1ccccc1	3	81	78	-17	7	0%	17	7	-3%
COC(=O)c1cc(C#N)c(Oc2cccc(C)c2C)nc1C	nt	nt	nt	-12	153	-13%	12	153	-7%
Cc1ccc(C(=O)c2cnc3ccccc3c2-c2ccccc2)cc1	nt	nt	nt	8	88	-13%	-8	88	-7%
CC(C)(O)c1cc(=O)sc2nc3ccccc3n12	-4	84	89	9	104	nt	-9	104	nt
COc1ccc2c(CC(=O)OCC(=O)Nc3ccc4c(c3)OCO4)coc2c1	-12	83	95	nt	nt	15%	nt	nt	-8%
CCC1/C(=N\O)CC(c2ccco2)NC1c1ccco1 (stereo not drawn)	nt	nt	nt	5	125	6%	-5	125	6%
O=[N+]([O-])c1cc(/C=N/OCc2c(Cl)cccc2Cl)ccc1N1CCOCC1	nt	nt	nt	5	179	-13%	-5	179	0%
CCc1ccc(N2CC(C(=O)Nc3ccccc3F)CC2=O)cc1 (stereo not drawn)	nt	nt	nt	nt	nt	-5%	nt	nt	-19%
COc1ccc2c(c1OC)C(=O)N(c1nccs1)C2	4	73	69	-9	171	8%	9	171	10%
CC(=O)Nc1c(C(=O)C2CC2)oc2ccccc12	-1	86	87	-35	116	22%	35	116	-4%
CNC(=O)C1CC(=O)N(Cc2ccc3c(c2)OCO3)C(=Nc2ccc(F)cc2)S1 (stereo not drawn)	7	80	73	-17	214	10%	17	214	-4%
COCCNC(=O)CSc1nc2cc3c(cc2c(=O)n1Cc1ccco1)OCO3	-5	71	77	-12	160	-6%	11	160	5%
CCOC(=O)c1[nH]c(C)c(C(=O)NCCN2CCOCC2)c1C	-22	68	90	nt	nt	10%	nt	nt	4%
Cc1cc(=O)oc(C)c1C(=O)NCC1COc2ccccc2O1 (stereo not drawn)	15	105	91	-6	194	-4%	6	194	-9%
CC(C)(C)SCCNC(=O)CN(c1ccc(F)cc1)S(C)(=O)=O	-10	80	89	-10	95	-40%	10	95	-8%
CC1CCN(C(=O)C2CCN(CCCc3ccccc3)CC2)CC1	14	93	79	nt	nt	-118%	nt	nt	4%
COc1ccc(N2CC(O)=C(c3nc(C)cs3)C2=N)cc1	-10	84	94	2	128	-98%	-2	128	1%
COc1cc(S(=O)(=O)NCC2COCCO2)ccc1-n1cnnn1 (stereo not drawn)	5	97	92	13	107	15%	-13	107	2%
Cc1ccc(CNC(=O)CCc2nc3ccccc3c(=O)[nH]2)cc1	10	92	83	nt	nt	-10%	nt	nt	-2%
COc1cc(C(=O)Oc2cccc(Nc3ncnc4ccccc34)c2)cc(OC)c1OC	nt	nt	nt	2	52	-32%	-2	52	7%
CCC(C)(C)n1nnnc1C(C(C)C)N1CCC(C(N)=O)CC1 (stereo not drawn)	2	90	88	-3	180	5%	3	180	-3%
CCSC(=O)NC12CC3CC(CC(C3)C1)C2	13	101	88	-5	174	2%	5	174	-6%
CC(=O)c1c[nH]c2ccc(C)cc2c1=O	nt	nt	nt	-31	154	12%	31	154	-7%
CCOC(=O)Cn1c(=O)c2c(nc3n2CCN3c2ccc(C)cc2)n(C)c1=O	-4	91	95	nt	nt	-68%	nt	nt	-6%
CCCCc1cc(=O)oc2c(CN3CCCC3)c(O)ccc12	7	92	85	16	75	-47%	-16	75	7%
COC(=O)c1sc(=S)n(-c2cccc(Cl)c2)c1N	0	91	91	12	94	4%	-11	94	-10%
CC(OC(=O)c1cc2sccc2n1C)C(=O)NCc1ccco1 (stereo not drawn)	-5	75	80	-8	205	10%	8	205	4%
CCn1c(SCC(=O)Nc2nc(C)c(C)s2)nc2cccnc21	17	87	69	-17	128	nt	17	128	nt

Looked up above.
Entry for `CCn1c(SCC(=O)Nc2nc(C)c(C)s2)nc2cccnc21` under IL1B NFkB pot cell count 2 µM: 128
Entry for `CCCCc1cc(=O)oc2c(CN3CCCC3)c(O)ccc12` under MRP reversal: 7

(continued)
SMILES	MRP reversal	MRP reversal cytotoxicity	MRP reversal with doxorubicin	NFkB transloc inh	NFkB transloc inh cell count 2 µM	PLAP inhibitors HTS	IL1B NFkB pot	IL1B NFkB pot cell count 2 µM	Bcl-B TR3 displacers
CCOc1ccccc1NC1=C(Cl)C(=O)N(Cc2ccccc2)C1=O	nt	nt	nt	0	131	60%	0	131	-23%
CCC(Sc1nc(C)cc(=O)[nH]1)C(=O)Nc1nc(-c2ccccc2)cs1 (stereo not drawn)	3	74	71	2	165	-74%	-2	165	8%
COc1ccc(OC)c(NC(=O)Cn2c(CCC(=O)O)ccc2-c2cccs2)c1	12	94	82	-5	113	-56%	5	113	-5%
CC(C)Cn1c(N)c(C(=O)CSc2nnnn2C)c(=O)n(C)c1=O	16	96	80	-8	171	6%	8	171	-12%
CC(=O)N(c1ccc(C(C)C)cc1)C1C=CS(=O)(=O)C1 (stereo not drawn)	11	105	94	-15	151	-11%	15	151	0%
C=CCn1c(-c2cccs2)nc2nc3ccccc3nc21	-29	46	75	4	159	18%	-4	159	0%
COc1cc(C)c(Cl)c(C)c1S(=O)(=O)NCc1cccnc1	-2	77	79	-18	203	8%	18	203	0%
COc1ccc(-n2c(Cc3cccn3C)nnc2SCC(=O)Nc2ccc3c(c2)OCO3)cc1	-11	77	88	nt	nt	-55%	nt	nt	-1%
COC(=O)c1ccccc1NC(=O)Cn1nc(C(F)(F)F)c2c1CCC2	0	84	85	7	158	2%	-7	158	9%
Cc1noc(C)c1CSc1nnc(-c2c[nH]c3ccccc23)n1-c1ccc(Cl)cc1	2	47	44	-21	166	21%	21	166	1%
Cc1ccc(NC(=S)NNC(=O)c2cn(C)nc2C)cc1	nt	nt	nt	-5	111	-126%	5	111	8%
N#Cc1c(N)c(C#N)c(-c2ccc(O)cc2)c2c1CCCC2	-6	78	84	4	139	-5%	-4	139	-4%
O=C(N1CCCC1)C12CCC3CC(CC(C3)C1)C2	-9	82	91	-3	65	17%	3	65	8%
Cc1cnn(C(=S)NCC2CCCO2)c1 (stereo not drawn)	-1	75	76	nt	nt	-110%	nt	nt	-2%
COc1ccccc1NC(=O)N(Cc1ccccc1)C1=NCC(C)S1 (stereo not drawn)	32	96	63	4	92	-9%	-4	92	0%
COC(=O)c1sccc1NS(=O)(=O)c1ccc(OC)cc1	-35	15	50	4	107	-13%	-3	107	6%
CNC(=O)Cn1nc(C)c2ccccc2c1=O	-8	88	96	6	73	20%	-6	73	2%
O=C(c1ccccc1)N1CCC(c2nc3c(nnn3Cc3ccco3)c(=O)[nH]2)CC1	2	86	85	10	43	-34%	-10	43	-2%
Cc1ccc(C(=O)Nc2ccncc2)o1	-2	91	93	-9	148	9%	9	148	-8%
COc1ccc(N2CCN(C(=O)CCCN3C(=O)c4cccc5cccc(c45)C3=O)CC2)cc1	nt	nt	nt	0	168	-14%	0	168	-3%
Cc1ccc(SCCNC(=O)c2cccc([N+](=O)[O-])c2C)cc1	nt	nt	nt	-7	106	1%	7	106	-11%
Cc1cc(C)n(C(=O)c2cc3c(s2)CCCC3)n1	-29	71	101	-87	68	-17%	?	nt	-4%
O=C(Nc1ccnc(-c2cccnc2)n1)c1ccc(Cl)c(Cl)c1	nt	nt	nt	-17	113	11%	17	113	-16%
CCOc1nc(NCCO)nc(NCCC2=CCCCC2)n1	2	86	84	3	116	nt	-3	116	nt
O=C(NCCc1cccc(Cl)c1)c1cccnc1	-5	96	101	-9	148	-16%	9	148	-3%
COc1ccc(NC(=O)Cn2nc3n(c2=S)CCC3)cc1	-4	92	96	-59	134	6%	?	nt	-9%
O=C(CCC(=O)Nc1nnc(C2CCCCC2)s1)NCC1CCCO1 (stereo not drawn)	7	95	88	2	148	5%	-2	148	8%
c1ccc(-c2csc(NNC3=NCCCCC3)n2)cc1	8	51	43	10	180	-109%	-10	180	13%
Cc1[nH]nc2c1C(c1cccc(O)c1)C1=C(CC(C)(C)CC1=O)N2 (stereo not drawn)	-31	61	92	-4	179	-53%	4	179	6%
CCOc1cc2c(C#N)c(N3CCCCC3)nc(N)c2c(N)n1	-15	49	64	-3	160	-72%	3	160	-106%
O=C(CCNC(=O)Cn1ccc2ccccc2c1=O)NCCN1CCN(c2cccc(Cl)c2)CC1	2	90	88	-27	140	-30%	27	140	1%
CCCCCCC1CCC(c2nc(-c3ccncc3)no2)CC1 (stereo not drawn)	22	111	89	-33	161	-42%	33	161	-6%
CCn1c(SCC(=O)NCc2ccccc2)nnc1-c1ccccc1O	-5	92	97	6	102	-8%	-6	102	-4%
CC(C)(C)NC(=O)c1ccc(COc2ccccc2Br)o1	8	90	82	8	113	-1%	-8	113	2%
O=S(=O)(c1cccc2nsnc12)N1CCN(c2ncccn2)CC1	nt	nt	nt	-26	118	0%	26	118	-3%
Oc1ccccc1CNc1ccc(Br)cn1	0	82	82	3	168	31%	-3	168	-2%
CCc1ccccc1NC(=O)C(CC)Sc1nc2cc3c(cc2c(=O)n1Cc1ccco1)OCO3 (stereo not drawn)	-5	6	11	-7	136	10%	7	136	0%
COC(=O)C(C)Sc1snnc1-c1ccccc1 (stereo not drawn)	26	103	77	3	61	-11%	-3	61	3%
Cn1cnc2cc(NC(=O)c3ccc(Cl)cc3)ccc21	8	94	86	-9	75	nt	9	75	nt
Cc1cc(C)c(C)c(S(=O)(=O)ON2C(=O)c3ccccc3C2=O)c1C	nt	nt	nt	1	141	5%	-1	141	-2%
Cc1cc(=O)oc(C)c1C(=O)NCc1cccnc1	5	96	91	15	181	5%	-15	181	-6%
Cc1cc(NC(=O)CCCC(=O)N(c2ccccc2)C(C(=O)NC2CCCCC2)c2cccs2)no1 (stereo not drawn)	8	82	74	-5	178	nt	5	178	nt
O=C1CS/C(=C\[N+](=O)[O-])N1c1ccc(OC(F)(F)F)cc1	nt	nt	nt	-6	176	14%	6	176	-9%
CCCNC(=O)c1cc(-c2ccc(OC)cc2)on1	21	110	90	-17	70	24%	17	70	5%
Cc1nnc(Sc2nc3c(c(=O)n(C)c(=O)n3C)n2Cc2ccccc2Cl)s1	-13	78	90	-12	105	nt	12	105	nt
Cc1ccc(-c2nnc(SCc3ccc(C#N)cc3)n2Cc2ccco2)cc1	-13	69	82	0	176	10%	1	176	-10%
O=C(NCCc1ccc(Cl)cc1)C1CCC(=O)N1C1CCCC1 (stereo not drawn)	2	92	90	-78	165	4%	?	nt	-6%
Cc1ccc(CSc2nnc(-c3cccnc3)o2)cc1	-9	88	97	-9	173	-14%	9	173	-11%
Cc1ccnc(NS(=O)(=O)c2ccc(CC(C)C)cc2)c1	-3	94	97	-42	150	-1%	?	nt	1%
CCOC(=O)c1cnc2ccc(C(=O)OC)cc2c1Nc1ccc2c(c1)OCCO2	nt	nt	nt	-4	137	0%	4	137	-2%
O=C(NCC1CCCO1)NC1CCCCC1 (stereo not drawn)	-2	93	95	20	6	nt	-20	6	nt
COc1ccc(CCn2nnnc2C(c2ccc(C)cc2)N2CCN(C)CC2)cc1OC (stereo not drawn)	6	94	88	-5	152	-39%	5	152	-4%
COc1cc(CNC2CCCCCC2)cc(OC)c1	-5	101	106	nt	nt	22%	nt	nt	8%

Assay outcomes: PubChem BioAssay, several laboratories
